FEN1 inh: blocks human flap endonuclease 1 | 390,000 tested, 0.35% active | AID 588795 | Recombinant FEN1 flap cleavage, fluorescence, 15 min | Potency, µM (doses to about 114 µM), inactives show top-dose activity change, negative = inhibition, usual class: inhibitors; note: nearly all actives have a fitted effect of over 65% in size
Target sequence (P39748 whole entry, looked up): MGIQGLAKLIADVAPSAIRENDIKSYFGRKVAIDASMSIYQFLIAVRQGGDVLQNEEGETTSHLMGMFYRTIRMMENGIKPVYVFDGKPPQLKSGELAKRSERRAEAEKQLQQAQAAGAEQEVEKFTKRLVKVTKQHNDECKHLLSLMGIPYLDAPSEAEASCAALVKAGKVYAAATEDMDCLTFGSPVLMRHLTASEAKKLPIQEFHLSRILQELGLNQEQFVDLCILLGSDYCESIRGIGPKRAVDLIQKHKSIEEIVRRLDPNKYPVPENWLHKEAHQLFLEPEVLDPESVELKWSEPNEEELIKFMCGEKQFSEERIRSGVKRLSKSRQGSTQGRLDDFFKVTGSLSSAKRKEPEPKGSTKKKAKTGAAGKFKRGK
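Reaction started by adding substrate (50 nM final) to 10 nM enzyme after 15 min room-temperature compound preincubation. Reads at 0 and 15 min, with data normalized and fitted to a four-parameter Hill equation.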
DT40 TDP1 CPT: growth inhibition of DT40 Tdp1-/-;hTDP1 cells with camptothecin (screen for TDP1 inhibitors); 420,000 tested, 12% active; AID 686979; Potency, µM (doses to about 46.2 µM), for the others: at the highest dose activity change, negative = growth inhibition, actives largely listed as inhibitors; chicken DT40 Tdp1-/-;hTDP1 cells + 20 nM CPT, ATP luminescence, 48 h; note: nearly all actives have a fitted effect of over 55% in size
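Cell growth measured by CellTiter-Glo luminescence after a minimum 48 h, 37 C compound exposure with 20 nM CPT in Tdp1-knockout DT40 cells stably expressing hTDP1, seeded 400/well; qHTS titration format.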
N370S GC: inhibits or activates N370S mutant glucocerebrosidase. N370S GC spleen homogenate, 4MU-glucoside fluorescence. 330,000 tested, 0.092% active. AID 2101. P04062. Potency, µM (top dose mostly 59.4 µM), without a hit: top-dose activity change, negative = inhibition, hits mostly inhibitors;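 note: 0% = full enzyme activity and -100% = no enzyme basal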
An asterisk follows results filed as active; ? = inconclusive; nt = no result given; [ ] = remark or other dose. Calls come from the whole dose curve; as a rule, active = well fitted curve in the direction sought with a large enough effect; inconclusive = small, poorly fitted or top-dose-only effect, or another doubt; inactive = no such curve, though single readings can be large; an effect the other way counts as inactive or inconclusive. Unless noted, % is set by controls: 0 for no effect and ±100 for the full control effect; potency is the fitted concentration of half-maximal effect. The list is partial; the hit share may differ from the screen's.

SMILES	FEN1 inh	DT40 TDP1 CPT	N370S GC
CN(C)CCCN(C(=O)c1cccc(N2C(=O)CCC2=O)c1)c1nc2cc3c(cc2s1)OCO3	0.1%	1.5%	-21.3%
c1cncc(-c2cc(NCc3cccs3)ncn2)c1	nt	?	-6.4%
COc1ccc(NC(=O)CSc2nccn2-c2ccccc2)c(OC)c1	8.9%	-25.7%	2.5%
O=C(CSc1nnnn1-c1ccccc1)c1ccco1	1.6%	13.1%	6.4%
Cc1cc(C)c(S(=O)(=O)c2ccc(F)cc2C)c(Cl)n1	-0.7%	?	-7.2%
O=[N+]([O-])c1cc(/C=N/O)ccc1Oc1cccc(Cl)c1	-0.5%	1.1%	16.2%
CCN1C(=O)c2ccccc2S(=O)c2ccc(C(=O)N3CCCCCC3)cc21 (stereo not drawn)	-4.3%	?	-0.9%
COc1cccc(CNC(=O)COc2cc(=O)n(C)c3ccccc23)c1	-9.3%	-26.2%	nt
COc1cc(NC(=O)CCc2c(C)noc2C)c(Cl)cc1C(=O)O	-1.7%	-8.8%	nt
CCOC(=O)CNC(=O)Nc1ccccc1C(=O)OC	2.9%	-13.7%	4.5%
Cc1cc(Br)c(NC(=O)c2ccccc2[N+](=O)[O-])cc1C	-2.8%	-26.6%	-2.2%
Cc1cccc(NC(=O)C(C)Sc2nc3nc(C)cc(C)n3n2)c1 (stereo not drawn)	-0.8%	-19.1%	nt
O=C1c2ccccc2NC(c2c(Cl)cccc2Cl)N1Cc1ccccc1 (stereo not drawn)	9.9%	16.4µM*	19.5%
CCOC(=O)CNC(=S)N(CCCN1CCCCCC1)Cc1cccs1	1.6%	-9.0%	-16.7%
CCN(CC)C(=O)CSc1nc2cc3c(cc2c(=O)n1Cc1ccco1)OCO3	-0.4%	?	4.2%
Cc1cc(C)nc(SCC(=O)NC2=NN=C(c3ccc(Br)cc3)CS2)n1	-19.6%	12.6µM*	4.7%
COc1ccc2[nH]c(C)c(C(=O)CN3CCOCC3)c2c1	0.3%	12.0%	-19.2%
Cc1ccc(C)c(N2CCN(CCCNC(=O)Cn3cc4c(n3)CCCCC4)CC2)c1	-13.0%	4.61µM*	-11.0%
CC(=O)Oc1ccc2cc(-c3ccccc3)c(=O)oc2c1	7.4%	1.3%	?
CCc1c(C)sc(NC(=O)c2cc(-c3cc(OC)ccc3OC)on2)c1C#N	-3.0%	?	2.9%
COc1cc(/C=C(/NC(=O)c2ccccc2)C(=O)N2CCOCC2)c([N+](=O)[O-])cc1OC	-5.5%	-0.8%	-4.9%
O=C(Cc1cn2ccsc2n1)Nc1nc2c(s1)CCCC2	-1.5%	0.1%	27.5%
COc1ccc(S(=O)(=O)CCc2nnc(NC(=O)c3cccs3)s2)cc1	-11.3%	-5.8%	-0.2%
CCn1c(SCC(=O)N2CCC(C)CC2)nnc1-c1ccco1	14.7%	14.2%	0.3%
CCOc1ccccc1CNC(=O)c1ccc(Sc2ccc(Cl)cc2)c(NC(C)=O)c1	-3.2%	?	11.3%
Cc1ccc(/C([O-])=C(/C(=S)NCc2ccco2)[n+]2ccccc2)cc1[N+](=O)[O-]	-20.7%	?	1.5%
O=C(c1ccco1)N1CCN(C(=O)c2cnn(-c3ccc(Cl)cc3)c2C2CCNCC2)CC1	15.5%	12.9%	2.0%
CC(C)c1ccc(NC(=O)COC(=O)c2c[nH]c(=O)[nH]c2=O)cc1	-0.8%	-10.0%	3.5%
O=C1CN(C(=O)/C=C/c2cccc(Cl)c2)c2ccccc2N1	-18.5%	1.1%	1.6%
Cc1ccc(OC(=O)c2ccc(N3CCOCC3)c([N+](=O)[O-])c2)cc1	-13.7%	-2.4%	11.0%
C(=N\n1cnnc1)/c1ccccn1	-13.4%	-4.5%	4.0%
NC(=O)C1CCCN(C(=S)Nc2ccccc2)C1 (stereo not drawn)	2.2%	-0.4%	1.6%
Cc1ccc(SCC(=O)N2CCc3ccccc32)cc1	-10.3%	-3.9%	3.9%
COc1ccc(CCNc2nnc(C)c(=O)[nH]2)cc1OC	-13.3%	3.0%	9.9%
O=C(c1nn(Cc2ccccc2)c(=O)c2ccccc12)N1CCc2ccccc2C1	-19.6%	-27.3%	27.8%
O=C(CCNS(=O)(=O)c1ccc(OC(F)(F)F)cc1)Nc1cccc(S(=O)(=O)N2CCCC2)c1	6.6%	18.4µM*	nt
CCOc1ccc(CNCCCSc2ncccn2)cc1OC	1.2%	8.8%	-1.4%
CC1CCc2c(sc(NC(=O)Cn3nnc(-c4ccc(C(F)(F)F)cc4)n3)c2C#N)C1 (stereo not drawn)	17.5%	-7.0%	nt
FC(F)(F)Oc1ccc(Nc2nc(N3CCOCC3)nc(N3CCOCC3)n2)cc1	?	18.4µM*	-7.3%
Cc1c(C(=O)NCCCc2ccccc2)cccc1[N+](=O)[O-]	6.5%	9.3%	3.0%
O=C(c1cc(C(F)(F)F)cc(C(F)(F)F)c1)N1CCC2(CCCN(c3ccncc3)C2)CC1	nt	?	-10.0%
CC(NC(=O)Cc1ccsc1)c1ccc(Cl)cc1Cl (stereo not drawn)	-14.9%	-21.9%	-1.0%
O=S(=O)(Nc1ccon1)c1cc(Cl)ccc1Cl	-5.9%	-24.5%	0.7%
CCOC(=O)Cc1csc(NC(=O)Cc2ccccc2[N+](=O)[O-])n1	-21.7%	-27.1%	4.6%
CCC(Cc1ccccc1)NC(=O)CSc1ccsc1[N+](=O)[O-] (stereo not drawn)	-2.0%	-29.1%	0.2%
CCn1c2ccccc2c2cc(NC(=O)COc3cc(C)ccc3C)ccc21	9.3%	?	nt
CCn1c(=O)c2c(nc(SCc3ccccn3)n2C)n(C)c1=O	-0.5%	-28.9%	10.4%
O=C(Nc1ccccc1)C1=C[C@@H](C2CC2)C[C@@H](OCc2ccc(CO)cc2)O1	-21.5%	-16.2%	?
Cc1noc(C)c1S(=O)(=O)NCc1ccc(CN(C)C)cc1	15.3%	1.6%	nt
COc1ccc(C2c3sc(=O)[nH]c3SC3C4CCC(C4)C23)cc1 (stereo not drawn)	-6.4%	-7.0%	?

Next section.
SMILES	FEN1 inh	DT40 TDP1 CPT	N370S GC
O=C(O)c1ccc(-c2nc(-c3ccc(Cl)cc3Cl)cs2)cc1	8.6%	-15.1%	-0.5%
CC(=O)c1c(C(C)=O)c(C)n(-c2nc(-c3ccc(C)c(C)c3)c(C)s2)c1C	14.3%	18.4µM*	2.4%
COc1cc(CN(C)CC2CCCN(CCc3cccc(C(F)(F)F)c3)C2)ccc1O (stereo not drawn)	-2.9%	?	-14.7%
O=C(CCS(=O)(=O)Cc1ccccc1)NC1CCCCC1	11.3%	-5.2%	4.5%
COc1ccc(C(OC(=O)c2ccco2)C(=O)NCC2CCCO2)cc1 (stereo not drawn)	-12.9%	-27.1%	-4.5%
COC(=O)c1nn(-c2ccccc2)c(Cl)c1/C=N/OC(=O)c1ccc(Cl)c(Cl)c1	-9.2%	?	5.2%
O=C(C(c1ccccc1)c1ccccc1)N1CCN(CC(O)COc2ccccc2)CC1 (stereo not drawn)	-14.3%	?	6.7%
CCCCC(=O)NS(=O)(=O)c1ccc(NS(C)(=O)=O)cc1	-1.6%	3.8%	5.3%
CC(=O)Oc1ccc(Cl)cc1CN(C(C)=O)C1CCCCC1	-1.1%	23.1µM*	nt
COC(=O)c1[nH]c2ccc(F)cc2c1NC(=O)Nc1ccc(OC)cc1	-2.3%	?	1.1%
O=C1CC(Nc2ccc(N3CCOCC3)cc2)C(=O)N1c1cccc(C(F)(F)F)c1 (stereo not drawn)	-19.8%	-3.8%	-5.4%
O=C(C1CC1)N1CCN(c2ccc([N+](=O)[O-])cc2)CC1	-2.9%	-17.3%	nt
O=C(O)c1ccccc1C(=O)Nc1ccc(-c2csc(-c3ccccc3)n2)cc1	0.6%	27.7%	0.2%
COc1cccc(CNC(=O)CCNS(=O)(=O)c2ccc(Br)s2)c1	-4.0%	?	6.4%
Cc1ccc(-n2nc3c(=O)n(CC(=O)NCc4ccco4)nc(C)c3c2C)cc1	-1.1%	?	nt
CCn1c(SCC(=O)c2cc(C)n(C)c2C)nnc1-c1ccccc1	10.1%	?	-4.3%
O=C(c1ccc(COc2ccccc2)o1)N1CCN(S(=O)(=O)c2ccccc2Cl)CC1	-3.4%	?	nt
CCOC(=O)N1CCN(C(=O)CS(=O)(=O)c2cn(Cc3cccc(F)c3)c3ccccc23)CC1	-12.2%	-28.0%	-7.1%
c1ccc(CN2CCC(Nc3nc(-c4cccs4)nc4ccccc34)CC2)cc1	-23.6%	8.2µM*	10µM*
CC(C)C12CN(C(=O)c3ccccc3[N+](=O)[O-])CC(C(C)C)(CN(C(=O)c3ccccc3[N+](=O)[O-])C1)C2=O	0.8%	-9.5%	11.4%
CC1(C)Cc2nc(Cl)c(C(=O)O)cc2CO1	9.9%	3.3%	-0.5%
Cc1ccc(S(=O)(=O)N(C)Cc2ccccc2)cc1C(=O)N1CCCCC1	-15.2%	14.6µM*	-3.5%
COc1cc(C(CC(=O)Nc2cc(C)ccc2C)N2Cc3ccccc3C2=O)cc(OC)c1OC (stereo not drawn)	3.8%	-16.7%	nt
CN(C)c1nc(N)c(C#N)c(C#N)c1C#N	-2.0%	?	nt
Cc1c(Cl)cccc1NC(c1ccc(F)cc1)c1nnc(-c2ccccc2)o1 (stereo not drawn)	-14.5%	?	nt
Cc1cccc(C(=O)OCC(=O)NC(=O)c2ccccc2)c1O	2.9%	11.7%	5.1%
CC1(C)CC(=O)C2=C(C1)OC(=O)CC2c1cccs1 (stereo not drawn)	7.3%	-18.7%	1.7%
Cc1ccc(C(=O)N2CC(C)CC(C)C2)cc1S(=O)(=O)N1CCCCC1 (stereo not drawn)	-0.8%	?	nt
O=C(Nc1nc2ccccc2s1)C1c2ccccc2Oc2ccccc21	4.2%	5.8µM*	9.5%
C[C@H](CO)N1C[C@H](C)[C@@H](CN(C)CC2CC2)Oc2c(NS(=O)(=O)c3ccccc3)cccc2C1=O	21.1%	7.6%	nt
CC1=NN2C(=N)/C(=C\c3cc(C)n(-c4ccccc4)c3C)C(=O)N=C2S1	16.4%	-12.0%	8.6%
COCCNC(=O)C(NC(=O)C1CCCCC1)C12CC3CC(CC(C3)C1)C2 (stereo not drawn)	-6.1%	-1.6%	7.8%
O=C(COC(=O)CNC(=O)c1ccc(F)cc1)NC1CCCc2ccccc21 (stereo not drawn)	-1.7%	-3.7%	nt
CCN(C(=O)CSc1nnc(C2CC2)n1-c1ccccc1)C1CCS(=O)(=O)C1 (stereo not drawn)	21.7%	-1.7%	nt
O=C1CC(c2ccc(O[C@@H]3OC(CO)[C@@H](O)C(O)C3O)cc2)Oc2cc(O)ccc21 (stereo partly drawn)	nt	6.2%[9.04 µM]	-13.9%
Cc1cc(Br)ccc1NC(=O)CNC(=O)CSc1nccn1C	0.2%	-5.7%	nt
CC(NC(=O)CCCCCNC(=O)N1CCn2c1nc1ccccc12)c1ccccc1 (stereo not drawn)	12.1%	14.6µM*	-4.1%
O=[N+]([O-])c1cc(Br)ccc1C[n+]1ccccc1	-4.4%	10.5%	nt
S=C(/N=c1/sccn1Cc1ccccc1)NC1CC1	-6.3%	?	2.1%
Cc1ccc(S(=O)(=O)Nc2ccc3cn[nH]c3c2)cc1	-1.4%	-2.0%	nt
CCOc1ccc(NC(=O)Cn2c(=O)n(Cc3ccco3)c(=O)c3ccc(C(=O)NC4CCCC4)cc32)cc1	-5.2%	?	nt

Molecules from the list above that contain fluorine:
SMILES	FEN1 inh	DT40 TDP1 CPT	N370S GC
Cc1cc(C)c(S(=O)(=O)c2ccc(F)cc2C)c(Cl)n1	-0.7%	?	-7.2%
O=C(CCNS(=O)(=O)c1ccc(OC(F)(F)F)cc1)Nc1cccc(S(=O)(=O)N2CCCC2)c1	6.6%	18.4µM*	nt
CC1CCc2c(sc(NC(=O)Cn3nnc(-c4ccc(C(F)(F)F)cc4)n3)c2C#N)C1 (stereo not drawn)	17.5%	-7.0%	nt
FC(F)(F)Oc1ccc(Nc2nc(N3CCOCC3)nc(N3CCOCC3)n2)cc1	?	18.4µM*	-7.3%
O=C(c1cc(C(F)(F)F)cc(C(F)(F)F)c1)N1CCC2(CCCN(c3ccncc3)C2)CC1	nt	?	-10.0%
COc1cc(CN(C)CC2CCCN(CCc3cccc(C(F)(F)F)c3)C2)ccc1O (stereo not drawn)	-2.9%	?	-14.7%
COC(=O)c1[nH]c2ccc(F)cc2c1NC(=O)Nc1ccc(OC)cc1	-2.3%	?	1.1%
O=C1CC(Nc2ccc(N3CCOCC3)cc2)C(=O)N1c1cccc(C(F)(F)F)c1 (stereo not drawn)	-19.8%	-3.8%	-5.4%
CCOC(=O)N1CCN(C(=O)CS(=O)(=O)c2cn(Cc3cccc(F)c3)c3ccccc23)CC1	-12.2%	-28.0%	-7.1%
Cc1c(Cl)cccc1NC(c1ccc(F)cc1)c1nnc(-c2ccccc2)o1 (stereo not drawn)	-14.5%	?	nt
O=C(COC(=O)CNC(=O)c1ccc(F)cc1)NC1CCCc2ccccc21 (stereo not drawn)	-1.7%	-3.7%	nt

Assay outcomes deposited in PubChem BioAssay by National Center for Advancing Translational Sciences (NCATS).
